KCNK3 block = human KCNK3 channel inhibitors, primary screen, CHO cells, FluxOR thallium flux, B-score; actives 0.84% (n = 340,000); Potassium channel subfamily K member 3 (Homo sapiens), O14649; FluxOR fluorescence; hits give low values; B-score at 10 µM;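 active = B-score under library mean minus 4 SD, starting fluorescence ratio at most library mean plus 5 SD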;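 also: more negative B-score means stronger inhibition of thallium flux through KCNK3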
Target sequence (O14649 whole entry, looked up): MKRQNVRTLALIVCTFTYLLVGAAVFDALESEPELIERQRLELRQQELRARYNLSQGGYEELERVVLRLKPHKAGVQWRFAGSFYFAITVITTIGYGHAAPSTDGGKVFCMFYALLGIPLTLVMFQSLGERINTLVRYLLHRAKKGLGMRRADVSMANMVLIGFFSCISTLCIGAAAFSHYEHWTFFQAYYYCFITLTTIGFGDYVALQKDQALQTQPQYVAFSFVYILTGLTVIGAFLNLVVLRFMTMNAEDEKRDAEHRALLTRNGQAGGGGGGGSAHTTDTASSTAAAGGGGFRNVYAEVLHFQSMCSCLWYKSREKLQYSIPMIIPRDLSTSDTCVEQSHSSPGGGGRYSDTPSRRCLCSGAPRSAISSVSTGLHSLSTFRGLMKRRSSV
MrgX1 agonist = agonists of human MrgX1 receptor, primary screen, HEK293 cells, Fluo-4 calcium flux | Mas-related G-protein coupled receptor member X1 (Homo sapiens), Q96LB2 | Fluo-4 calcium fluorescence, agonist mode; hits give high values | B-score at 10 µM | actives 0.44% (n = 310,000) | AID 588627, 2011;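 active = calcium response B-score plate-corrected fluorescence ratio at least 3 library SD, with starting fluorescence B-score inside 5 SD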
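Material – MrgX1-expressing HEK293 cells · Input – 15,000 cells seeded per well · Dosing – compound as first of three additions · Times – overnight seeding, then 1 h dark dye loading · Measured by – kinetic Fluo-4 NW fluorescence of intracellular calcium · Read-out – B-scored fluorescence response ratio · Benchmarks – positive and negative control wells on each plate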
KCNQ1 inh = inhibitors of human KCNQ1 channel, primary screen, cell-based, thallium flux, high-throughput; Potassium voltage-gated channel subfamily KQT member 1 (Homo sapiens), P51787; CHO-K1 KCNQ1, FluxOR thallium flux fluorescence; hits give high values; B-score at 10 µM; actives 1.3% (n = 310,000);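 active = compounds whose thallium flux B-score, printed positive for inhibition, exceeds three library SD while starting fluorescence stays within three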;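 also: channel opened by potassium depolarization with thallium stimulus after 20 min compound exposure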
Target sequence (P51787 whole entry, looked up): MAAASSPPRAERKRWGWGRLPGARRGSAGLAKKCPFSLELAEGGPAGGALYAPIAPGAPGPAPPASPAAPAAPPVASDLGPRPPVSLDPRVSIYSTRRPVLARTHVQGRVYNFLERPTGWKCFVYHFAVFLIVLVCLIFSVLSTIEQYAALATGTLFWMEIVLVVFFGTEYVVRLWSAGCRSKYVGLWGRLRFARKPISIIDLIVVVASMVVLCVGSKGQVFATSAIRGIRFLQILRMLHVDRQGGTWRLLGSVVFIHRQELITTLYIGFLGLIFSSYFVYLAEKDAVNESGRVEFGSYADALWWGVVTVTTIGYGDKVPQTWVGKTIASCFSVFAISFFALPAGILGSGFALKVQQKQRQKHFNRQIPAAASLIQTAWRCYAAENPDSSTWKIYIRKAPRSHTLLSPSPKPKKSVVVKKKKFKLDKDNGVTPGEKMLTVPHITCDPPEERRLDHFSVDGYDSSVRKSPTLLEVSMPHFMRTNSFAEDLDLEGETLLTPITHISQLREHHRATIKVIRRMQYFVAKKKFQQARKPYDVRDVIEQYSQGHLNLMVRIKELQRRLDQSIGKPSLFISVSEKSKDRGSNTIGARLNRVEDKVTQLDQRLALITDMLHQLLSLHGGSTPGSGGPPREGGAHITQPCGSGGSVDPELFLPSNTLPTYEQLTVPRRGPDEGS
RGS4 block = RGS4 inhibitors, primary screen, cell-based, HEK293 M3R inducible RGS4, calcium flux | B-score at 10 µM | actives 0.45% (n = 310,000) | Fluo-4 calcium flux; hits give high values; triggered by carbachol at its EC20 | Regulator of G-protein signaling 4 (Homo sapiens), P49798 | AID 463165, 2010;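 active = B-score, a plate-corrected calcium signal, over three deviations above library mean, with baseline fluorescence within five deviations of library mean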;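 also: RGS4 expression induced by doxycycline in cells with stable M3 receptor; B-score is computed from the integrated fluorescence ratio over baseline after carbachol; higher B-score means a larger calcium signal and so more RGS4 inhibition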
TMEM16A inh = TMEM16A chloride channel inhibitors, primary screen, cell-based, HTS; Anoctamin-1 (Mus musculus), Q8BHY3; HEK293 TMEM16A/YFP iodide influx fluorescence, ionomycin; normalized B-score (activity score, 25-100; higher = stronger inhibition) at 10 µM; actives 1.2% (n = 310,000);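 active = ratio plate-corrected score three or more library SD toward inhibition, starting fluorescence score within five deviations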;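 also: score derived from kinetic fluorescence span divided by baseline fluorescence per well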
RGS4 pot = RGS4 potentiators or activators, primary screen, cell-based, HEK293 M3R inducible RGS4, calcium flux. carbachol calcium flux Fluo4; hits give low values. B-score at 10 µM. actives 0.92% (n = 310,000). AID 463111, 2010;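 active = B-score of the integrated calcium signal more than 4 SD below the library mean, with starting fluorescence not abnormally high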;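 also: negative B-score means reduced calcium response which marks RGS4 activation or potentiation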
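Reagent: ECmax carbachol challenge; Test system: M3R-expressing HEK293 line, RGS4 induced by doxycycline; Schedule: overnight RGS4 induction, 30 min dye load 37 °C, 20 min compound RT; Detection: calcium dye Fluo4 fluorescence; Read-out: Agonist-evoked peak-minus-minimum fluorescence over baseline, integrated ratio, B score.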
hERG rescue = hERG rescue from dofetilide block, primary screen, cell-based, CHO-hERG, FluxOR thallium flux, dofetilide IC70; Voltage-gated inwardly rectifying potassium channel KCNH2 (Homo sapiens), Q12809; dofetilide IC70 present; activation (rescue from dofetilide block), less the hit threshold, % at 10 µM; actives 0.51% (n = 310,000); AID 1511, 2009;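 active = activation above the mean of controls blocked by dofetilide plus 5 SD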;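 also: thallium influx through hERG after potassium depolarization seen as dye fluorescence rise; in these data hits start at about 4.7%; inactives centre near -7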
TMEM16A act = TMEM16A chloride channel activators or potentiators, primary screen, cell-based, HTS; HEK293 TMEM16A/YFP-H148Q/I152L, iodide quench fluorescence; hits give low values; B-score at 10 µM; AID 623877, 2012; actives 0.3% (n = 340,000); Anoctamin-1 (Mus musculus), Q8BHY3;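 active = fluorescence-ratio B-score plate-corrected deviation score at least 3 library SD below zero, with starting fluorescence score within 5 deviations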;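 also: channel opened by trigger with iodide after compound preincubation; score built on the fluorescence ratio of max minus min over baseline; more negative score means more quench and so TMEM16A activation or potentiation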
KCNK9 block = KCNK9 potassium channel inhibitors, primary screen, HEK293 cells, thallium flux. Potassium channel subfamily K member 9 (Homo sapiens), Q9NPC2. FluxOR thallium flux fluorescence; hits give low values. B-score at 10 µM. actives 1.2% (n = 310,000);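 active = ratio B-score over 3 SD below the library mean, with starting fluorescence within 5 SD of its mean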;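 also: negative B-score means less thallium flux so channel inhibition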
MrgX1 PAM = positive allosteric modulators of MrgX1, primary screen, HEK293 cells, Fluo-4 calcium flux | Mas-related G-protein coupled receptor member X1 (Homo sapiens), Q96LB2 | FDSS; hits give high values | B-score at 10 µM | actives 0.63% (n = 310,000) | AID 588675, 2011;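 active = plate-corrected calcium response at least 3 library SD above typical, normal starting fluorescence, not activating the receptor alone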;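 also: compound read alongside a low EC10 to EC30 dose of BAM8-22 agonist; peak minus trough fluorescence over baseline measured at the second addition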
KCNQ1 act = potentiators or activators of KCNQ1 channel, primary screen, cell-based, thallium flux, high-throughput | Potassium voltage-gated channel subfamily KQT member 1 (Homo sapiens), P51787 | CHO-K1 KCNQ1, thallium flux FluxOR fluorescence; hits give high values | B-score at 10 µM | actives 0.35% (n = 310,000) | AID 2648, 2010;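 active = fluorescence ratio B-score, a plate-corrected score, at least three library SD, with initial intensity B-score within 5 SD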
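System: CHO-K1 cells stably expressing KCNQ1 / Medium: assay buffer for compound exposure, DMSO matched across wells / Reagent: thallium- and potassium-containing depolarizing buffer / Compound: one concentration, matched DMSO / Incubation: 20 min compound pretreatment at room temperature / Measured by: kinetic FluxOR fluorescence, 10 s baseline plus 110 s post-stimulus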
* = called active by the depositor; i = inactive; . = no result given.

| molecule | KCNK9 block | hERG rescue | TMEM16A inh | MrgX1 agonist | KCNK3 block | RGS4 block | RGS4 pot | TMEM16A act | KCNQ1 inh | KCNQ1 act | MrgX1 PAM |
| --- | --- | --- | --- | --- | --- | --- | --- | --- | --- | --- | --- |
| O=C(NCc1cccs1)c1cc(-c2ccccc2)nn1CC1CC(c2cccnc2)=NO1 (centres undefined) | i | -11 | i | i | i | i | i | i | i | i | i |
| O=C(NC(=S)Nc1ccc2oc(=O)ccc2c1)c1ccc(-c2cccc(Cl)c2Cl)o1 | i | -1 | i | i | . | i | i | . | i | i | i |
| Cc1cccc(CC(C)NC(=O)c2cc(COc3ccc(C)c(C)c3)on2)n1 (centres undefined) | i | -14 | i | i | i | i | i | i | i | i | i |
| Oc1c(I)cc(I)c2cccnc12 | i | -5 | i | i | i | i | i | i | i | i | i |
| CCn1nc(C)c(C(=O)Nc2cc(Oc3ccc(Cl)cc3)cc([N+](=O)[O-])c2)c1C | i | -15 | i | i | i | i | i | i | i | i | i |
| O=C(Cn1nnc(-c2ccccc2Cl)n1)N/N=C/c1ccc(-c2cccc(Cl)c2)o1 | i | -1 | i | i | i | i | i | i | i | i | i |
| CCOC(=O)C1=C(C)Nc2nnnn2C1c1ccccc1Cl (centres undefined) | . | . | i | i | i | . | . | i | . | . | i |
| Cn1ncc2c(Nc3cccc([N+](=O)[O-])c3)ncnc21 | i | -3 | i | i | i | i | i | i | i | i | i |
| O=C(NN1C(=O)C2C(c3ccccc3)C=CC(c3ccccc3)C2C1=O)c1cccc(Br)c1 (centres undefined) | -12* | 11* | i | i | i | i | -10* | i | i | i | i |
| COc1ccc(NC(=O)COC(=O)C(CC(C)C)N2C(=O)C3CC=CCC3C2=O)cc1Cl (centres undefined) | i | -1 | i | i | i | i | i | i | i | i | i |
| COc1cc2c(CCNC(C)=O)c[nH]c2cc1Cl | . | . | i | i | i | . | . | i | . | . | i |
| O=c1[nH]cnc2sc3c(c12)CCC3 | i | -9 | i | i | i | i | i | i | i | i | i |
| CC(C)CNC(=O)c1ccc(Cl)c(NC(=O)COc2ccccc2)c1 | i | -8 | i | i | . | i | i | . | i | i | i |
| O=C(CCl)N(c1ccccc1)c1ccccc1 | i | -14 | . | . | i | i | i | i | i | i | . |
| CCCCCCCNC(=O)C1(CC2CC(c3cccc(Br)c3)=NO2)CCN(C(=O)c2cc(OCC)c(OCC)c(OCC)c2)CC1 (centres undefined) | i | -10 | i | i | i | i | i | i | i | i | i |
| CCOC(=O)N1CCN(c2cc(=O)n(-c3ccccc3C)c(=O)[nH]2)CC1 | i | -10 | i | i | i | i | i | i | i | i | i |
| CC1CCN(Cc2c(C(=O)N/N=C/c3ccc(C(C)(C)C)cc3)nnn2-c2nonc2N)CC1 | i | -9 | i | i | i | i | i | i | i | i | i |
| CC(Oc1ccc(F)cc1F)C(=O)NNC(=S)NCC1CCCO1 (centres undefined) | i | -7 | i | i | i | i | i | i | i | i | i |
| Cc1ccc(/C=N/n2c(-c3ccccc3)n[nH]c2=S)cc1 | i | -11 | i | i | i | i | i | i | i | i | i |
| CCN(C(=S)NC(=O)Cc1ccc(OC)cc1)c1ccccc1 | i | -4 | i | i | i | i | i | i | i | i | i |
| CCn1cnc2c1c(=O)n(CC(=O)OC(C)C(N)=O)c(=O)n2Cc1ccccc1 (centres undefined) | i | -6 | i | i | i | i | i | i | i | i | i |
| CC(OC(=O)c1ccc(NC(=O)CC#N)cc1)C(=O)Nc1ccc2c(c1)OCCO2 (centres undefined) | i | -15 | i | i | i | i | i | i | i | i | i |
| Cc1ccc2nc(Cl)c(/C=N/NC(=O)CN3CCOCC3)cc2c1 | i | -8 | i | i | i | i | i | i | i | i | i |
| CN(C1CCS(=O)(=O)C1)S(=O)(=O)c1ccc(N2CCCC2=O)cc1 (centres undefined) | i | -8 | i | i | i | i | i | i | i | i | i |
| O=[N+]([O-])c1cccc(N/N=C/c2cc([N+](=O)[O-])ccc2O)c1 | i | -13 | i | i | i | i | i | i | i | i | i |
| Cc1csc(NC(=O)CCc2c(C)nc3cc(-c4cccc(F)c4)nn3c2C)n1 | i | 1 | i | i | i | i | i | i | i | i | i |
| O=C(CN1C2=NCCN2c2ccccc21)N1CCOCC1 | i | -3 | i | i | . | i | i | . | i | i | i |
| O=C(NC1CCCCCCC1)c1ccco1 | i | -9 | i | i | i | i | i | i | i | i | i |
| COCCn1c(=NC(=O)CSC(C)=O)sc2cc(OC)ccc21 | -16* | -10 | i | i | -8.9* | i | i | i | i | i | i |
| CN(C)c1cc(O)c(C(=S)Nc2ccccc2)c(N(C)C)c1 | i | -10 | i | i | i | i | i | i | i | i | i |
| O=C(Nc1nc(-c2ccncc2)cs1)c1ccc(S(=O)(=O)N2CCOCC2)cc1 | i | -2 | i | i | i | i | i | i | i | i | i |
| CC(CN(C)Cc1ccccc1)OC(=O)c1ccc2c(c1)OCCO2 (centres undefined) | i | -7 | i | i | i | i | i | i | i | i | i |
| Cc1cc(C)c2c(n1)SCC(=O)N2CC(=O)Nc1cc(F)ccc1F | i | -6 | i | i | i | i | i | i | i | i | i |
| CCOC(=O)c1cc2cc(C)ccc2[nH]1 | i | -3 | i | i | i | i | i | i | i | i | i |
| CN(C)c1ccc(Nc2ncnc3ccc(Br)cc23)cc1 | i | -10 | i | i | i | i | i | i | i | i | i |
| Cc1ccccc1OCc1ccc(C(=O)N2CCOCC2)o1 | i | -6 | i | i | i | i | i | i | i | i | i |
| CCc1nnc(NC(=O)c2ccncc2)s1 | i | -5 | i | i | i | i | i | i | i | i | i |
| COc1cc(C(=S)N2CCCC2)cc(OC)c1O | i | -6 | i | i | i | i | i | i | i | i | i |
| COc1ccc(OC)c(NC(=O)CCn2c(=S)[nH]c3ccccc3c2=O)c1 | i | -6 | i | i | i | i | i | i | i | i | i |
| COc1ccc(Sc2nc3ccccc3n3c(C(F)(F)F)nnc23)cc1 | i | -9 | i | i | i | i | i | i | i | i | i |
| O=C(CCc1nnc(CCCCc2ccccc2)o1)NCc1cc(F)ccc1F | i | -12 | i | i | i | i | i | i | i | i | i |
| Cc1cc(C)c(S(=O)(=O)O)c(C)n1 | i | 0 | i | i | i | i | i | i | i | i | i |
| COc1ccc(CCNC(=O)COC(=O)CCC(=O)c2ccc(F)cc2)cc1OC | i | -12 | i | i | i | i | i | i | i | i | i |
| CC(=O)Nc1cc([N+](=O)[O-])ccc1N1CCOCC1 | i | -3 | i | i | i | i | i | i | i | i | i |
| CC1Cc2ccccc2N1Cc1nc2cc(Cl)ccc2c(=O)[nH]1 (centres undefined) | i | -7 | i | i | i | i | i | i | i | i | i |
| COc1cc(-c2nnc(NC(=O)CS(=O)(=O)c3ccc(F)cc3)o2)cc(OC)c1OC | i | -14 | i | i | i | i | i | i | i | i | i |
| CC1CC(C)CN(CCCn2c(=S)[nH]c3ccccc3c2=O)C1 (centres undefined) | i | -9 | i | i | i | 13* | i | i | i | i | i |
| CCc1ccccc1NC(=O)CCS(=O)(=O)c1ccc(C)cc1 | i | -8 | i | i | i | i | i | i | i | i | i |
| OCC1CCCCN1CCNCc1cn[nH]c1-c1cccc2ccccc12 (centres undefined) | i | -7 | i | i | i | i | i | i | i | i | i |
| CCOC(=O)c1c(NC(=O)CCN2C(=O)c3ccccc3C2=O)sc(C(=O)OC(C)C)c1C | i | -10 | i | i | i | i | i | i | i | i | i |
| O=c1[nH][nH]c(=O)c2c(NS(=O)(=O)c3ccccc3)cccc12 | i | -3 | i | i | i | i | i | i | i | i | i |
| COc1ccc(C2=Nn3c(nnc3-c3ccco3)SC2)cc1OC | i | -6 | i | i | i | i | i | i | i | i | i |
| Cc1cccc(N2CCN(C(=O)NCc3ccc(Cl)cc3)CC2)c1 | i | -5 | i | i | i | i | i | i | i | i | i |
| COc1cc(C(=O)NCCc2ccc(F)cc2)ccc1OCC(=O)N1CCOCC1 | i | -9 | i | i | i | i | i | i | i | i | i |
| COc1ccc(N2CCN(CCNC(=O)C3CCN(S(=O)(=O)c4cccs4)CC3)CC2)cc1 | i | -13 | i | i | i | i | i | i | i | i | i |
| COc1c(Cl)cc(C(=O)NN)cc1Cl | i | -10 | i | i | i | i | i | i | i | i | i |
| c1ccc(CNc2ccc(CNc3ncn[nH]3)cc2)cc1 | i | -18 | i | i | i | i | i | i | i | i | i |
| COc1ccc(C(O)c2nccn2C)cc1 (centres undefined) | i | -9 | i | i | i | i | i | i | i | i | i |
| O=C(CNc1cc(S(=O)(=O)N2CCOCC2)ccc1N1CCCC1)NCc1ccco1 | i | -5 | i | i | i | i | i | i | i | i | i |
| CCOC(=O)c1cc2cc(-c3c(C(=O)OCC)oc4cc(O)cc(O)c4c3=O)ccc2o1 | . | . | 100* | i | -9.6* | . | . | i | . | . | i |
| O=C(CNC(=O)c1ccco1)OCc1c(F)cccc1Cl | i | -11 | i | i | i | i | i | i | i | i | i |
| Nc1nc(SCC(=O)Nc2ccccc2C(F)(F)F)[nH]c(=O)c1-c1ccccc1 | i | -3 | i | i | i | i | i | i | i | i | i |
